Screening results (PubChem BioAssay)
ABCB6 inh MLPCN: ABCB6 transporter inhibitors, primary screen, K562-ABCB6 cells, flow cytometry, MLPCN library. ATP-binding cassette sub-family B member 6 (Homo sapiens), Q9NP58. K562-ABCB6 porphyrin accumulation, 1 h; stronger effect = lower value. fluorescence ratio to DMSO, % at 10 µM. actives 0.19% (n = 360,000). AID 602162, 2011;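 active means fluorescence ratio to DMSO below 75%, the collection mean minus 3 SD; inconclusive means too few cells collected in the well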;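 further: signal is porphyrin accumulated inside mitochondria; 100% equals median channel fluorescence of DMSO control wells; lower ratio means ABCB6 inhibition with less porphyrin fluorescence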
H9c2 protect: cardioprotection against H2O2-induced cell death, primary screen, uHTS, H9c2 cells, ATPLite luminescence. H9c2 cardiomyocytes, H2O2 injury protection, 2 h. protection from H2O2 cell death, % at 20 µM. actives 0.63% (n = 360,000);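 active means compounds giving at least 50% protection of heart cells from peroxide-induced death in the single-dose screen, raw or plate-pattern-corrected value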;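 further: 0% = DMSO wells with peroxide and 100% = DMSO wells without peroxide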
N-glyco inh: increase of ERlucT glycosylation luciferase signal, primary screen, N-linked glycosylation inhibitor project, D54 ERlucT cells, luminescence, set 2; D54 ERlucT glycosylation luciferase reporter, 24 h; percent of 100 nM tunicamycin response; reporter increase, % at 12.5 µM; actives 0.23% (n = 360,000); AID 588692, 2011;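 active means mean luciferase reporter signal, scaled so untreated is 0 and the glycosylation-blocking control 100, at or above a set limit in every replicate; inconclusive means mean reaches the limit but not every replicate does; inactive means mean below the limit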;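 further: luciferase carries N-glycosylation sites so blocking glycosylation raises the light; 0% = median of neutral control wells and 100% = median of 100 nM tunicamycin wells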
ABHD5 PLIN5 PPI: ABHD5-PLIN5 interaction inhibitors, primary screen, cell lysate, split luciferase complementation, luminescence | Split G. princeps luciferase complementation, 4 h | actives 0.78% (n = 360,000) | inhibition, % at 4 µM;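 active means inhibition above the mean inhibition across every tested compound plus 3 SD, cut at about 22% in these data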;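 further: 0% = DMSO only wells and the 100% control is not disclosed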
Target sequence (Q00G26 whole entry, looked up): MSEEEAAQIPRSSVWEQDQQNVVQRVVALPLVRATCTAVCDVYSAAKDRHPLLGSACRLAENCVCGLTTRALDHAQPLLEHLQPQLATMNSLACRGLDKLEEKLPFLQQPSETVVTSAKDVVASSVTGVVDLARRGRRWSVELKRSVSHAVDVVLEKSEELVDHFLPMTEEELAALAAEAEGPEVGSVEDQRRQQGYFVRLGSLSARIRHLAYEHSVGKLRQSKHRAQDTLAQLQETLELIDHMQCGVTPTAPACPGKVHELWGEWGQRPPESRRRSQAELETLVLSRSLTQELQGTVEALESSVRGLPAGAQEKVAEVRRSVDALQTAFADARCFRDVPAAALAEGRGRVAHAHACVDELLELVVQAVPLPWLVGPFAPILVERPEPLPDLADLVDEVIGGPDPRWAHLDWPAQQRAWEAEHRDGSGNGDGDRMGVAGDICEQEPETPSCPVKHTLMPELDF
Target sequence (Q8WTS1 whole entry, looked up): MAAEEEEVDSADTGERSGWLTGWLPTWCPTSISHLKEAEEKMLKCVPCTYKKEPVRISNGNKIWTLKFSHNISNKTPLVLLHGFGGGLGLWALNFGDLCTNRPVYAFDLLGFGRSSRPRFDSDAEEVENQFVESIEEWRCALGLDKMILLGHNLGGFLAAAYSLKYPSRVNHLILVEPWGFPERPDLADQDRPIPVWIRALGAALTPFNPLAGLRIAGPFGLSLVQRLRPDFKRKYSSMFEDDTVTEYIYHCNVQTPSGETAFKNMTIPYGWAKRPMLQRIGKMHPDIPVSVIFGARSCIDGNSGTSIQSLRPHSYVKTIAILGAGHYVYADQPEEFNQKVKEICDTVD
m5-HT2A agonist: mouse Htr2a agonists via beta-arrestin recruitment, primary screen, cell-based, luminescence; 5-hydroxytryptamine receptor 2A (Mus musculus), P35363; CHO-K1 mHTR2A beta-arrestin complementation; percent of 30 µM serotonin response; activation, % at 7.6 µM; actives 0.66% (n = 360,000); AID 624169, 2012;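 active means activation above a run cutoff, the mean activation of all tested compounds plus 3 SD, cut at about 14% in these data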;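 further: 0% = plate median of compound wells and 100% = 30 µM serotonin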
PDI inh: inhibitors of human PDI, primary screen, biochemical, turbidity, single point, plate reader; Protein disulfide-isomerase (Homo sapiens), P07237; PDI insulin aggregation turbidity, A650, 90 min; inhibition, % at 10 µM; actives 0.052% (n = 350,000); AID 588391, 2011;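 active means mean inhibition across replicates of 30% or more, whatever share of single replicates reach that level; inconclusive means mean inhibition below 30% while every single replicate reaches 30%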;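 further: absorbance from insulin aggregation driven by PDI reduction with DTT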
CaV13 ICDI inh: Disruptors of the CACNA1D IQ motif to Ca2+-dependent inactivation inhibitor domain association, primary screening, Förster resonance energy transfer in intact living …; inhibition, % at 12.3 µM; AID 743397; HEK cells, CFP/YFP FRET ICDI-IQ, plate reader, 10 min; percent FRET-ratio fall versus neutral wells; actives 0.098% (n = 340,000);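 active means mean replicate inhibition of at least 30% and at least 1% of replicates passing that level; inconclusive means only one of the two criteria is met; inactive means neither criterion is met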;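 further: 0% = median of the neutral control wells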
Exocytosis inh: LAMP-1 surface exposure blockers, TALL-104 cells – cell-based, flow cytometry, MLPCN library, primary screen; TALL-104 LAMP-1 surface exposure; cells stimulated with thapsigargin and PMA; inhibition, % at 10 µM; actives 0.66% (n = 360,000);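 active means inhibition above about 55%, limit read from the data; inconclusive means no clear call, values can overlap the other calls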
MC4R barr agon: MC4R agonists recruiting beta-arrestin, primary screen, cell-based, luminescence, agonist arm of biased-ligand search; U2OS MC4R beta-arrestin complementation; percent of melanotan II response, DMSO zero; activation, % at 8.9 µM; actives 0.98% (n = 360,000);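 active means activation above a per-plate cutoff, the mean activation of sample wells on that plate plus 3 SD, cut at about 8% in these data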
MC4R antag cAMP: MC4R antagonists of cAMP signaling, primary screen, cell-based, TR-FRET, antagonist arm of biased-ligand search; MC4R-expressing cells, MTII-stimulated cAMP, LANCE TR-FRET; inhibition, % at 6.5 µM; actives 0.48% (n = 360,000); AID 540295, 2011;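 active means inhibition above its plate's cutoff, the mean of tested wells on that plate plus 3 SD, cut at about 29% in these data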;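 further: 0% = Melanotan II alone and 100% = Melanotan II plus saturating MCL0020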
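Material – human MC4R-expressing U2OS cells · Repeats – no replicates · Detection – TR-FRET with Eu-cAMP and labeled anti-cAMP, 671 nm · Times – compound 30 min, challenge 1 h, detection 1 h · Compound – single nominal compound dose of 6.5 µM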
The depositor's hits bear a star; ? = inconclusive; · = not tested or not shown.

SMILES	ABCB6 inh MLPCN	H9c2 protect	N-glyco inh	ABHD5 PLIN5 PPI	m5-HT2A agonist	PDI inh	CaV13 ICDI inh	Exocytosis inh	MC4R barr agon	MC4R antag cAMP
COc1ccc(CCN=c2c([N+](=O)[O-])nn(-c3cccc(C)c3)n2O)cc1OC	101.0	-5.8	0.3	-0.6	-3.2	-4.9	-1.6	-1.2	0.8	13.5
Cc1cc(NC(=O)c2ccccc2)ccc1NC(=O)Cc1ccccc1	98.0	0.5	-1.6	1.1	-2.1	-5.6	0.0	-1.1	1.3	-7.1
O=C(O)COc1ccc(Oc2ccccc2)cc1	105.0	0.8	0.4	-0.5	6.4	5.9	-4.0	-0.5	0.8	-3.3
CC(=O)N1SC(N)=NC1c1ccccc1 (centres undefined)	93.0	10.4	-0.3	-5.3	0.8	3.6	-4.6	-1.0	-1.8	-3.1
COc1cc(OC)nc(NC(=O)C(C)C)n1	97.0	-10.2	2.8	-1.6	1.2	-2.9	-5.3	-0.1	0.2	2.3
O=C(CSCc1ccc(F)cc1)Nc1ccc(F)cc1	103.0	-0.8	2.1	-2.3	-0.8	5.7	-17.7	0.5	1.4	3.3
CC(=O)c1ccc(S(=O)(=O)Nc2ccc(-c3cn4c(n3)SCC4)cc2)cc1	99.0	21.2	0.0	3.5	1.2	0.5	-6.3	-3.6	-1.1	2.6
COc1ccc(NC(=O)CS(=O)(=O)Cc2ccccc2)c([N+](=O)[O-])c1	97.0	-0.2	-1.4	6.3	10.4	-4.0	-2.5	0.1	1.4	-1.8
CN(C)S(=O)(=O)c1cc(NC(=O)COC(=O)c2ccc3c(c2)OCO3)ccc1Cl	93.0	-3.6	0.0	-1.4	1.6	9.3	-5.3	-4.1	1.9	20.0
COc1cccc(-c2ccc3ncnc(NCc4cccnc4)c3c2)c1	97.0	3.2	-6.8	6.2	-5.4	-1.9	-2.8	-0.1	1.2	-0.5
CC1=C(C(=O)OC(C)C)C2(O)C(=O)c3ccccc3C2(O)N1 (centres undefined)	88.0	1.1	-0.3	-15.6	0.2	-6.0	-4.7	-3.2	-0.7	5.7
Cc1ccc(S(=O)(=O)Nc2cc(-c3ccccc3)nn2C)cc1	94.0	-4.2	0.0	-5.7	-0.5	-6.7	-4.7	2.1	-0.3	6.7
c1csc(CNc2nc3ccccc3n2CCN2CCOCC2)c1	96.0	-10.4	-0.3	-7.4	1.8	4.8	-4.3	-7.2	-0.8	3.3
NC(=O)c1ccc(NC(=O)CSc2nnc(-c3cccnc3)n2Cc2ccco2)cc1	103.0	0.2	0.3	9.8	4.7	-4.5	-7.9	4.6	-1.5	21.0
O=C(Oc1ccc(NC2=C(Cl)C(=O)c3ccccc3C2=O)cc1)c1ccc([N+](=O)[O-])cc1	97.0	-13.5	4.5	3.5	3.6	0.5	·	17.6	-4.3	6.2
COC(=O)c1ccccc1SCc1csc(C)n1	105.0	11.7	0.3	-0.6	1.7	-9.2	-5.0	11.6	-0.3	10.1
COc1ccc(CC(=O)NCc2ccc(Cl)cc2)cc1S(=O)(=O)N1CCOCC1	97.0	1.6	0.2	0.0	3.1	3.6	-6.8	-4.2	-3.5	4.8
O=C(O)/C=C/C(=O)N1CCN(c2cccc(Cl)c2)CC1	92.0	8.7	0.3	12.8	30.7*	-3.0	0.6	8.5	3.1	-13.6
O=C(Cc1c(F)cccc1Cl)Nc1nccs1	98.0	11.6	0.1	-1.5	-7.4	-4.6	-19.1	-6.9	-1.0	-0.5
CCOC(=O)N1CCN(C(=O)c2c(-c3ccccc3)noc2C)CC1	101.0	-2.1	0.2	10.9	3.4	-1.4	0.0	3.1	0.9	-0.1
COc1ccccc1N(C)S(=O)(=O)c1ccc(C(=O)OCC(=O)N(C)c2ccccc2)cc1	97.0	8.3	1.2	-3.1	-2.7	-3.0	-3.9	3.3	-2.7	4.3
CN(CCc1ccccc1)C(=O)c1ccc(NC(=O)Cc2ccc(NC(=O)C3CCN(C(=O)c4ccccc4)CC3)cc2)cc1	100.0	-21.0	-0.2	-1.9	-1.9	1.9	-4.7	-0.9	-0.7	4.3
O=C(/C=C/N1CCOCC1)c1coc2ccccc12	95.0	-4.0	-4.6	2.5	0.6	-1.6	·	3.8	1.3	-0.8
Cc1ccc(C(=O)NN(CCC#N)C2=NS(=O)(=O)c3ccccc32)cc1	101.0	-0.6	2.6	-5.8	0.7	-1.2	-5.9	2.0	-2.1	-0.7
COc1ccc(CN2CCC2(C)C(=O)NCCNC(C)=O)c2ccccc12 (centres undefined)	90.0	2.3	1.1	-5.1	-3.3	7.3	-14.3	23.9	-1.4	-9.2
(next part)
SMILES	ABCB6 inh MLPCN	H9c2 protect	N-glyco inh	ABHD5 PLIN5 PPI	m5-HT2A agonist	PDI inh	CaV13 ICDI inh	Exocytosis inh	MC4R barr agon	MC4R antag cAMP
CCCC(=O)NC1CCc2cc(OC)c(OC)c(OC)c2-c2ccc(OC)c(=O)cc21 (centres undefined)	103.0	5.7	7.8	12.0	4.4	3.8	-6.6	-10.4	-0.4	-19.6
O=[N+]([O-])c1ccc(-c2nc(Nc3ccc(O)cc3)c3ccccc3n2)cc1	97.0	51.7*	2.1	0.2	-9.2	-2.0	-4.3	-8.1	4.0	6.8
O=C(COC(=O)/C=C/c1ccccc1)NC1CCS(=O)(=O)C1 (centres undefined)	99.0	2.0	2.7	-1.5	4.7	-8.9	-5.1	2.5	-0.1	3.5
Cc1c(N2C(=O)CS/C2=N\N=C\c2ccc(Cl)cc2)c(=O)n(-c2ccccc2)n1C	99.0	-2.2	0.0	-3.1	-0.1	-0.5	-8.5	-4.5	-1.4	-3.7
COc1ccc(CNC2C[C@H]3CCCC(=O)N4CC[C@@H](C2)[C@@H]34)cc1 (some centres undefined)	98.0	4.1	0.9	2.7	1.9	-4.1	-5.9	2.1	2.1	0.3
O=C(NCCN1CCN(C(=O)c2cc3ccccc3oc2=O)CC1)c1cc2ccccc2oc1=O	102.0	2.6	0.7	7.5	5.5	-1.3	·	-3.5	-0.3	5.4
Cc1nn(C)c(Cl)c1CN1CCCC(C(=O)Nc2cccc(-n3cccn3)c2)C1 (centres undefined)	98.0	-11.5	0.2	-5.8	-1.9	3.3	-5.3	?	-0.6	-4.3
C/C(=N\NC(N)=O)c1c(F)cccc1F	98.0	-0.7	0.2	2.9	0.7	1.3	-20.4	-5.2	-2.6	0.8
Clc1ccc(N2CCN(c3ncnc4c3oc3ccccc34)CC2)cc1	100.0	-11.3	1.5	-5.6	-2.9	-0.7	·	-11.6	-2.2	8.0
Cc1ccc([N+](=O)[O-])cc1S(=O)(=O)Nc1cccc(S(=O)(=O)NC2=NCCC2)c1	101.0	-1.2	1.9	-2.2	-1.9	-3.6	-5.6	2.1	-0.4	9.4
O=C(Cn1cnc2c(cnn2-c2ccccc2)c1=O)N1CCOCC1	99.0	17.1	1.2	-1.1	-0.1	0.7	-6.6	3.0	0.3	3.8
COC(=O)c1sccc1NC(=O)C1C2C=CC(O2)C1C(=O)O (centres undefined)	99.0	-0.5	-1.3	-2.8	-0.8	9.0	-4.4	-6.8	-1.7	1.3
CCCN(CCC)Cc1c(C(=O)N/N=C/c2ccsc2)nnn1-c1nonc1N	101.0	-4.5	-0.2	-2.5	-9.8	-16.2	-2.6	6.9	6.2	10.6
COc1ccccc1C(=O)Nc1ccc(OC(C)C(=O)N2CCOCC2)cc1 (centres undefined)	96.0	1.4	-0.7	0.9	0.0	2.9	-4.5	-0.9	-0.5	4.8
CC(=O)c1cccc(OCc2cc(C(=O)N(C)CCc3ccccn3)no2)c1	98.0	3.6	-1.0	13.0	2.3	0.4	-5.2	-3.6	4.2	0.1
COc1ccc(CNC(=S)N/N=C/c2ccncc2)cc1	100.0	-6.4	2.5	-0.3	-1.7	-12.5	-1.2	0.4	-1.4	4.5
CN(C)CC(O)c1ccc(C=Cc2ccc(Cl)cc2)cc1 (centres undefined)	99.0	-8.3	-9.5	11.7	-2.8	0.7	-7.1	12.8	3.2	19.4
CC(C)CCNc1nc(-c2ccco2)c2c(c1C#N)CCCC2	103.0	-15.0	0.6	19.1	-2.0	0.1	-8.1	1.3	-2.0	-21.5
CCOc1ccc(CNc2ncc(-c3ccccc3)n2C)cc1	100.0	30.1	-0.8	0.3	-5.8	-4.0	-6.1	-11.4	-1.5	-2.6
CCC1NC(=O)c2cc3ccccc3cc2-n2c1nc1ccc(OC)cc1c2=O (centres undefined)	99.0	-0.5	12.1	2.7	1.6	-8.7	-5.1	-2.9	2.5	10.3
Cc1nc2c(C)cccn2c1/C(O)=C1\C(=O)C(=O)N(CCN2CCOCC2)C1c1ccncc1 (centres undefined)	100.0	-0.7	1.2	-1.5	2.3	-4.2	·	-2.9	-2.0	0.4
O=c1cc(CN2CCN(Cc3ccccc3)CC2)c2cc(O)ccc2o1	97.0	-1.5	3.0	-1.8	-8.2	0.9	-2.8	-1.9	-1.7	14.2
COc1cc(C)c2c(c1OC)C(=O)CC2	87.0	1.8	0.1	-3.6	-4.1	3.3	-5.4	-3.1	-1.0	-2.1
CCOC(=O)c1ccc(NC(=O)Nc2nncs2)cc1	99.0	-8.4	5.8	-2.8	2.4	-1.9	-9.4	16.4	-2.5	-24.2
O=C(CSc1nn(-c2ccc(F)cc2)c(=S)s1)NC(=O)NCc1ccco1	96.0	-7.2	2.9	2.5	3.3	-3.9	-7.5	-1.9	-1.1	-0.6
CC(=O)Nc1cc(Br)ccc1O	97.0	2.1	0.0	5.3	3.7	3.5	-7.6	-0.2	-0.4	8.6
Cc1ccc(Cl)cc1N1CCN(C(=O)c2cc3c(=O)[nH]c4ccccc4c3n2C)CC1	83.0	0.1	-4.3	2.9	1.1	-3.0	-4.1	25.1	4.1	11.2
Cc1ccc(S(=O)(=O)c2nnn3c2nc(NCCCN2CCCC2=O)c2ccccc23)cc1C	91.0	15.1	-1.2	5.8	-8.4	-0.9	-16.0	-2.7	3.1	-33.0
